POLB inh – inhibitors of human DNA polymerase beta; 340,000 tested, 1.3% active; Pol beta primer extension/strand displacement, fluorescence kinetic; Potency, µM (highest dose often 114 µM), for the others: at the top dose activity change, negative = inhibition, most hits filed as inhibitors; also: potency is read from the fitted curve at half-maximal effect; % is scaled to controls: 0 for no effect and ±100 for the full control effect
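Human Pol beta at 10 nM; strand-displacement substrate 50 nM final. Compound exposure 15 min at room temperature before start, reaction 10 min at room temperature.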
Apoferritin bind – binds horse apoferritin like a general anesthetic | P02791 | apoferritin/1-aminoanthracene competitive binding, fluorescence | Potency, µM (titrated, usually from 77.5 µM), without a hit: at the top dose activity change, negative = displacement, usual class: inhibitors | 350,000 tested, 0.074% active; also: potency is read from the fitted curve at half-maximal effect; % is scaled to controls: 0 for no effect and ±100 for the full control effect; nearly all actives have a fitted effect of over 20% in size
Target sequence (P02791 2-175 limits assumed): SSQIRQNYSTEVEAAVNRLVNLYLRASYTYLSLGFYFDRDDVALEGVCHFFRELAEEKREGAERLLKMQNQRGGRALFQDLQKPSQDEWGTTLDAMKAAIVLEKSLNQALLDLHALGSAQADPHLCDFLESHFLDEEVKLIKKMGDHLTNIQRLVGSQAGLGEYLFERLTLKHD
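Read-out: endpoint 1-AMA fluorescence, excitation 380 nm and emission 535 nm, after compounds sit 10 min at room temperature with 10 uM horse-spleen apoferritin in 50% saturated 1-AMA/PBS. Values come from four-parameter Hill fits.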
RXFP1 antag – RXFP1 (human) relaxin receptor antagonism. Q9HBX9. HEK293-RXFP1, relaxin-stimulated cAMP HTRF, 30 min; active compounds read low. activity change, negative = inhibition, % at 57.5 µM. 350,000 tested, 0.59% active. AID 1259400;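 active = activity change of -60% or lower, but not beyond a set lower limit; inconclusive = change between -60% and -40%, or beyond the set limit; inactive = change above -40%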; also: % is scaled to controls: 0 for no effect and ±100 for the full control effect
APEX1 inh – blocks human APE1 abasic DNA cleavage; 350,000 tested, 0.35% active; Potency, µM (doses to about 65.8 µM), for inactives: top-dose activity change, negative = inhibition, actives largely listed as inhibitors; recombinant APE1, TAMRA/BHQ-2 abasic DNA cleavage fluorescence; P27695;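 also: potency is read from the fitted curve at half-maximal effect; plate controls were vehicle for no effect and reference inhibitor for full effect; nearly all actives have a fitted effect of over 55% in size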
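Readout is kinetic fluorescence (ex 525, em 598 nm) from cleavage of 50 nM TAMRA/BHQ-2 THF abasic duplex by 0.75 nM APE1, compound added 15 min beforehand at RT.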
BLM inh – inhibitors of human Bloom syndrome helicase BLM. P54132. recombinant BLM DNA unwinding, fluorescence dequenching. Potency, µM (series often up to 56.1 µM), inactives show top-dose activity change, negative = inhibition, usual class: inhibitors. 350,000 tested, 0.2% active. AID 2528;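 also: potency is read from the fitted curve at half-maximal effect; plate controls were vehicle for no effect and no enzyme for full effect; nearly all actives have a fitted effect of over 35% in size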
POLI inh – blocks human DNA polymerase iota activity; Pol iota fluorescent replication assay, 10 min; Q9UNA4; 390,000 tested, 1% active; Potency, µM (titrated, usually from 115 µM), without a hit: at the top dose activity, negative = inhibition, most hits filed as inhibitors; also: potency is read from the fitted curve at half-maximal effect
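Pol iota at 10 nM preincubated 15 min with compounds at room temperature; reaction started with fluorescent substrate, 50 nM final. Fluorescence read kinetically at 0 and 10 min; buffer-only wells as negative control.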
Pol eta inh – blocks human DNA polymerase eta activity | 390,000 tested, 1.2% active | AID 588591 | Potency, µM (series often up to 114 µM), without a hit: at the highest dose activity change, negative = inhibition, usual class: inhibitors | recombinant Pol eta, fluorescent DNA replication assay; also: potency is read from the fitted curve at half-maximal effect; % is scaled to controls: 0 for no effect and ±100 for the full control effect
Target sequence (Q9Y253 whole entry, looked up): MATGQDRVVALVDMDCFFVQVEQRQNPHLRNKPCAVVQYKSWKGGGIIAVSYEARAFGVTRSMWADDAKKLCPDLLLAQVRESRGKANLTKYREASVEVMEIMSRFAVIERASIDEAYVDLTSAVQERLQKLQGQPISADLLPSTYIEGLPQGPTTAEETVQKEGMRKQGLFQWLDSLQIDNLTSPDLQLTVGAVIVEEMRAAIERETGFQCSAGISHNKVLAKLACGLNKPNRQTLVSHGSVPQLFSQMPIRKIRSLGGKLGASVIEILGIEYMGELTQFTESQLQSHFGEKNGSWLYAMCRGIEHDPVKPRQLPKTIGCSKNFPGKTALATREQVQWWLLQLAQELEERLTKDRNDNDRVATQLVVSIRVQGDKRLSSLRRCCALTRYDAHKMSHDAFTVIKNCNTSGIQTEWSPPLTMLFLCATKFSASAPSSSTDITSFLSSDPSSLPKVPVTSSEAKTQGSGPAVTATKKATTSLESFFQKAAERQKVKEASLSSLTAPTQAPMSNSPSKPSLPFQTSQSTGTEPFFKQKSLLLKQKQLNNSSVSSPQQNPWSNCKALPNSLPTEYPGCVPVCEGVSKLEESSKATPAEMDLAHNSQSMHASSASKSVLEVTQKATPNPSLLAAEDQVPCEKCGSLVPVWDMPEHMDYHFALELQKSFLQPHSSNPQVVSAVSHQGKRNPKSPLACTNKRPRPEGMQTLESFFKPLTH
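Fluorescent replication assay: 50 nM final substrate added after a 15 min room-temperature compound preincubation with 10 nM enzyme. Signal taken at 0 min and again at 10 min.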
Tb PGK inh – blocks T. brucei phosphoglycerate kinase. PGK/GAPDH coupled, Kinase-Glo luminescence, 60 min. Potency, µM (highest dose often 57.5 µM), inactives show at the top dose activity change, negative = inhibition, usual class: inhibitors. 380,000 tested, 0.043% active; also: potency is read from the fitted curve at half-maximal effect; % is scaled to controls: 0 for no effect and ±100 for the full control effect; nearly all actives have a fitted effect of over 60% in size
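Recombinant glycosomal PGK reaction used 1,3-bisphosphoglycerate generated in-well by GAPDH (100nM final) in 100mM TEA pH 7.6, 5mM MgCl2, 0.01% Tween-20. After 60 minutes at room temperature, ATP was read by Kinase-Glo Plus luminescence end-point.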
POLK inh – blocks human DNA polymerase kappa activity | Q9UBT6 | purified Pol kappa, fluorescent DNA synthesis assay, 10 min | Potency, µM (series often up to 107 µM), inactives show at the top dose activity, negative = inhibition, most hits filed as inhibitors | 400,000 tested, 0.53% active | AID 588579; also: potency is read from the fitted curve at half-maximal effect; % is scaled to controls: 0 for no effect and ±100 for the full control effect
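First, compounds were pin-transferred onto 10 nM Pol kappa. After 15 min at room temperature, substrate was added to 50 nM final. Fluorescence was then measured kinetically at 0 and 10 min.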
The depositor's hits bear a star; [ ] = dose if it differs, or a comment. Unless noted, calls follow the shape of the dose curve; as a rule, active = well fitted curve in the direction sought with a large enough effect; inconclusive = small, poorly fitted or top-dose-only effect, or another doubt; inactive = no such curve, though single readings can be large; an effect the other way counts as inactive or inconclusive.

How did CCCc1nc(SCC(=O)Nc2cc(Cl)ccc2OC)c2c(=O)n(C)c(=O)n(C)c2n1 do in these assays?
POLB inh: 25%; Apoferritin bind: -7%; APEX1 inh: 3%; BLM inh: 1%

What do the screens show for `COc1ccc2nc3cccc(OC)c3nc2c1`?
POLB inh: 40µM*; Apoferritin bind: -3%; RXFP1 antag: -2; APEX1 inh: inconclusive; BLM inh: 3.5µM*; POLI inh: 49%[activator]; Pol eta inh: inconclusive; Tb PGK inh: -12%; POLK inh: -14%

Results for Cc1ccc(C(=O)Nc2cccc(S(=O)(=O)N(C)c3ccccc3)c2)o1 ?
RXFP1 antag: -18; APEX1 inh: -11%; POLI inh: 4%; Pol eta inh: -21%; Tb PGK inh: inactive; POLK inh: -5%

Results for CCOCC(=O)Nc1cccc(C(=O)OCC)c1 ?
POLB inh: -15%; Apoferritin bind: 8%; RXFP1 antag: -10; APEX1 inh: -18%; BLM inh: -2%; POLI inh: 13%; Pol eta inh: -3%; Tb PGK inh: -8%; POLK inh: -14%

Results for Cn1c(-n2c(CCN3C(=O)c4ccccc4C3=O)nc3ccccc3c2=O)nc2ccccc21 ?
POLB inh: -5%; Apoferritin bind: -21%; APEX1 inh: -1%; BLM inh: 4%

How did NNC(=O)CCc1nc2ccccc2[nH]1 do in these assays?
POLB inh: 3%; Apoferritin bind: -21%; APEX1 inh: 3%; BLM inh: 0%

How did COc1cccc(-c2nn(-c3ccccc3)cc2CN(C)C(C)c2ccon2)c1 (stereo not drawn) do in these assays?
POLB inh: inconclusive; Apoferritin bind: -3%; RXFP1 antag: -10; APEX1 inh: -1%; BLM inh: -13%; POLI inh: 71%[activator]; Pol eta inh: -9%; Tb PGK inh: -8%; POLK inh: -3%

How did CSc1ccc(S(=O)(=O)NCC(=O)OC(C)C(=O)NCc2ccccc2)cc1[N+](=O)[O-] (stereo not drawn) do in these assays?
RXFP1 antag: 3; APEX1 inh: -5%; POLI inh: 1%; Pol eta inh: -11%; Tb PGK inh: -2%; POLK inh: 0%

What do the screens show for `O=C(CCN1CCOCC1)Nc1ccc2c(c1)CCC2`?
POLB inh: -19%; Apoferritin bind: 4%; RXFP1 antag: -6; APEX1 inh: 32%[activator]; BLM inh: 3%; POLI inh: 16%; Pol eta inh: -10%; Tb PGK inh: -5%; POLK inh: -7%

How did COc1cc(S(=O)(=O)N(C)C2CCCCC2)c(C)cc1C do in these assays?
POLB inh: 1%; Apoferritin bind: 16%; RXFP1 antag: -23; APEX1 inh: -3%; BLM inh: -5%; POLI inh: 33%[activator]; Pol eta inh: -16%; Tb PGK inh: 1%; POLK inh: -2%

How did CCC1(Cc2ccccc2)NC(=O)c2ccccc2O1 (stereo not drawn) do in these assays?
POLB inh: -1%; Apoferritin bind: inconclusive; RXFP1 antag: 15; APEX1 inh: -4%; BLM inh: -3%; POLI inh: -9%; Pol eta inh: -13%; Tb PGK inh: -3%; POLK inh: -4%

How did Cc1ccccc1NC(=O)c1cnc2ccccn2c1=O do in these assays?
POLB inh: -1%; Apoferritin bind: -6%; RXFP1 antag: 6; APEX1 inh: -1%; BLM inh: 3%; POLI inh: 5%; Pol eta inh: -4%; Tb PGK inh: inactive; POLK inh: 8%

What do the screens show for `Cc1ccc(N(C(=O)CNC(=O)c2ccco2)C(C(=O)NC2CCCC2)c2ccncc2)cc1F` (stereo not drawn)?
POLB inh: -10%; Apoferritin bind: -18%; RXFP1 antag: -1; APEX1 inh: 7%; BLM inh: -4%; POLI inh: 186%[activator]; Pol eta inh: -20%; Tb PGK inh: 4%; POLK inh: -7%

How did O=C1CC(c2cccnc2)c2cc3c(cc2N1)OCO3 (stereo not drawn) do in these assays?
POLB inh: 19%; Apoferritin bind: -9%; APEX1 inh: 0%; BLM inh: -2%; POLI inh: 16%; Pol eta inh: -18%; Tb PGK inh: -1%; POLK inh: -1%

What do the screens show for `Cn1ncc(Br)c1C(=O)N1CCOCC1`?
POLB inh: 15%; Apoferritin bind: -7%; RXFP1 antag: 4; APEX1 inh: 3%; BLM inh: -4%; POLI inh: 17%; Pol eta inh: -13%; Tb PGK inh: 0%; POLK inh: -8%

Results for COc1ccc(N2C(=O)C(Cl)=C(N3CCCC3)C2=O)cc1 ?
POLB inh: 25%; Apoferritin bind: inconclusive; RXFP1 antag: 7; APEX1 inh: -4%; BLM inh: -6%; POLI inh: 3%; Pol eta inh: 5%; Tb PGK inh: -5%; POLK inh: -12%

Results for O=C1S/C(=C\c2ccc(O)c([N+](=O)[O-])c2)C(=O)N1Cc1cccc([N+](=O)[O-])c1 ?
POLB inh: 32µM*; Apoferritin bind: -14%; RXFP1 antag: 1; APEX1 inh: inconclusive; BLM inh: -10%; POLI inh: inconclusive; Pol eta inh: inconclusive; Tb PGK inh: -11%; POLK inh: inconclusive

How did O=C(Nc1ccc2c(c1)OCCO2)c1ccc2ccccc2n1 do in these assays?
POLB inh: inconclusive; Apoferritin bind: -23%; RXFP1 antag: -13; APEX1 inh: -7%; BLM inh: -4%; POLI inh: 65%[activator]; Pol eta inh: -11%; Tb PGK inh: 0%; POLK inh: -9%

How did CS(=O)(=O)N1CCCC(C(=O)Nc2ccc(Br)cc2F)C1 (stereo not drawn) do in these assays?
POLB inh: 1%; Apoferritin bind: -1%; RXFP1 antag: 21; APEX1 inh: 5%; BLM inh: -4%; POLI inh: -6%; Pol eta inh: -6%; Tb PGK inh: -4%; POLK inh: -3%

How did CN(Cc1ccccc1)S(=O)(=O)c1cc(Br)cc2c1N(C(=O)C1CC1)CC2 do in these assays?
POLB inh: -15%; Apoferritin bind: 59%[activator]; BLM inh: -6%; POLI inh: -5%; Pol eta inh: -26%; Tb PGK inh: -2%; POLK inh: -11%

How did Cc1c(NC(=O)CN2C(=O)c3ccccc3C2=O)c(=O)n(-c2ccccc2)n1C do in these assays?
POLB inh: 34%; Apoferritin bind: -2%; RXFP1 antag: 25; APEX1 inh: -1%; BLM inh: 0%; POLI inh: -6%; Pol eta inh: -14%; Tb PGK inh: -5%; POLK inh: -5%

Results for COc1ccc(NC(=S)c2ccc(N(C)C)cc2)cc1 ?
POLB inh: 22%; Apoferritin bind: 1%; RXFP1 antag: -17; APEX1 inh: 1%; BLM inh: -1%; POLI inh: -8%; Pol eta inh: -17%; Tb PGK inh: -8%; POLK inh: -11%

Results for Cc1c(N=Cc2ccc(O)c(Br)c2)cccc1[N+](=O)[O-] ?
POLB inh: -9%; Apoferritin bind: -2%; RXFP1 antag: 1; APEX1 inh: 6%; BLM inh: 5%; POLI inh: 21%; Pol eta inh: -2%; Tb PGK inh: -9%; POLK inh: -9%

What do the screens show for `c1ccc(-c2cn3c(n2)SCC3)cc1`?
POLB inh: 29%; Apoferritin bind: -10%; RXFP1 antag: -5; APEX1 inh: -8%; BLM inh: -11%; POLI inh: -12%; Pol eta inh: -11%; Tb PGK inh: -4%; POLK inh: -5%

2 consecutive entries from above, for reference:
Results for Cc1c(N=Cc2ccc(O)c(Br)c2)cccc1[N+](=O)[O-] ?
POLB inh: -9%; Apoferritin bind: -2%; RXFP1 antag: 1; APEX1 inh: 6%; BLM inh: 5%; POLI inh: 21%; Pol eta inh: -2%; Tb PGK inh: -9%; POLK inh: -9%

What do the screens show for `c1ccc(-c2cn3c(n2)SCC3)cc1`?
POLB inh: 29%; Apoferritin bind: -10%; RXFP1 antag: -5; APEX1 inh: -8%; BLM inh: -11%; POLI inh: -12%; Pol eta inh: -11%; Tb PGK inh: -4%; POLK inh: -5%

Following part.
What do the screens show for `Cc1nn(-c2ccc(C(=O)O)cc2)c(N)c1-c1ccccc1`?
POLB inh: 27%; Apoferritin bind: -5%; RXFP1 antag: 4; APEX1 inh: -2%; BLM inh: 0%; POLI inh: -5%; Pol eta inh: -8%; Tb PGK inh: -8%; POLK inh: -8%

What do the screens show for `COC(=O)C(NC(=O)COc1ccccc1)(Nc1nc2c(s1)CCCC2)C(F)(F)F` (stereo not drawn)?
POLB inh: -1%; Apoferritin bind: 6%; RXFP1 antag: -18; APEX1 inh: 11%; BLM inh: 2%; POLI inh: 6%; Pol eta inh: -6%; Tb PGK inh: inactive; POLK inh: -27%

How did Cc1cccc(C)c1NC(=O)N1CCC(n2cnc3ccccc32)CC1 do in these assays?
POLB inh: 1%; Apoferritin bind: -10%; RXFP1 antag: -3; APEX1 inh: 13%; BLM inh: -4%; POLI inh: 16%; Pol eta inh: -5%; Tb PGK inh: 6%; POLK inh: 5%

What do the screens show for `COc1ccccc1Nc1nc(-c2sc(NC(=O)c3cccc(Cl)c3)nc2C)cs1`?
POLB inh: 1%; Apoferritin bind: 3%; APEX1 inh: -2%; BLM inh: -1%

Results for O=C(c1ccc(CS(=O)(=O)c2c(Cl)cccc2Cl)o1)N1CCN(c2ccccc2)CC1 ?
POLB inh: 15%; Apoferritin bind: 49%[activator]; BLM inh: -3%; POLI inh: 5%; Pol eta inh: -14%; Tb PGK inh: inactive; POLK inh: -17%

Results for Cc1ccc(S(=O)(=O)Nc2cc(C(C)C)c(O)cc2C)cc1 ?
POLB inh: 2%; Apoferritin bind: inconclusive; RXFP1 antag: -10; APEX1 inh: 1%; BLM inh: -18%; POLI inh: 1%; Pol eta inh: -20%; Tb PGK inh: -10%; POLK inh: -6%

What do the screens show for `Cc1ccc(S(=O)(=O)N(C)CCCC(=O)N2CCCCC2)cc1`?
POLB inh: 14%; Apoferritin bind: -4%; RXFP1 antag: 17; APEX1 inh: 18%; BLM inh: -4%; POLI inh: 4%; Pol eta inh: -12%; Tb PGK inh: -2%; POLK inh: 13%

How did CS(=O)(=O)c1ccc(C2=C(c3ccccc3)C(=O)OC2)cc1 do in these assays?
Apoferritin bind: 4%; APEX1 inh: -2%; BLM inh: -11%; POLI inh: 4%; Pol eta inh: 4%; Tb PGK inh: -5%; POLK inh: 4%

High-throughput results: PubChem BioAssay, National Center for Advancing Translational Sciences (NCATS)

A portion of the library, so the mix of outcomes need not match the whole.
